IMPase Li cell: qHTS Assay for Identifying the Cell-Membrane Permeable IMPase Inhibitors: Potentiation with Lithium; CHO-M1 cells, IP1 TR-FRET (IP-One), carbachol + lithium; Potency, µM (highest dose often 59.4 µM), inactives show at the top dose activity, negative = IMPase inhibition, hits mostly inhibitors; 210,000 tested, 0.35% active;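 also: IP1 builds up when IMPase is blocked and the TR-FRET signal falls; plate controls were basal vehicle for no effect and high inhibitor control for full effect; nearly all actives have a fitted effect of over 50% in size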
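Concentration–response in CHO-M1 cells, lithium-potentiated; 30 min at 37C. IP1 detected by competitive TR-FRET after 10 min lysis at RT. Hill-fitted AC50.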
Epigenetic derep: Quantitative High-Throughput Screen for Regulators of Epigenetic Control. murine LDR cells, GFP reporter derepression, 30 h. Potency, µM (titrated, usually from 53.9 µM), for the others: top-dose GFP activation, usual class: activators. 280,000 tested, 0.2% active; also: % of control where 0% means no effect; nearly all actives have a fitted effect of over 60% in size
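Readout is the number of GFP-expressing murine LDR cells, counted by cytometry following washing. Cells were treated with compound for 30 h at 37 C; the stably integrated CMV-GFP locus is normally silent.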
RGS12 GoLoco inh: qHTS Assay for Inhibitors of RGS12 GoLoco Motif Activity (Red Fluorophore). Guanine nucleotide-binding protein G(i) subunit alpha-1 (Homo sapiens), P63096. Gai1:RGS12 GoLoco peptide FP, rhodamine, 10 min. Potency, µM (series often up to 61.6 µM), inactives show at the top dose activity, negative = inhibition, actives largely listed as inhibitors. 230,000 tested, 0.44% active. AID 880, 2007; active = well fitted inhibition curve with a large enough effect, not every such curve was filed as active; inactive = no such curve, though single readings can be large or run the other way; also: % is scaled to controls: 0 for no effect and ±100 for the full control effect; nearly all actives have a fitted effect of over 30% in size; many of its hits are not listed in these tables
RECQ1 inh: qHTS Assay for Inhibitors of RecQ-Like Dna Helicase 1 (RECQ1). ATP-dependent DNA helicase Q1 (Homo sapiens), P46063. RECQ1 DNA unwinding, red fluorescence kinetic read. Potency, µM (doses to about 57.3 µM), without a hit: top-dose activity, negative = inhibition, usual class: inhibitors. 240,000 tested, 0.54% active. AID 2549, 2010;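 also: plate controls were vehicle for no effect and no enzyme for full effect; nearly all actives have a fitted effect of over 30% in size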
Target sequence (P46063 whole entry, looked up): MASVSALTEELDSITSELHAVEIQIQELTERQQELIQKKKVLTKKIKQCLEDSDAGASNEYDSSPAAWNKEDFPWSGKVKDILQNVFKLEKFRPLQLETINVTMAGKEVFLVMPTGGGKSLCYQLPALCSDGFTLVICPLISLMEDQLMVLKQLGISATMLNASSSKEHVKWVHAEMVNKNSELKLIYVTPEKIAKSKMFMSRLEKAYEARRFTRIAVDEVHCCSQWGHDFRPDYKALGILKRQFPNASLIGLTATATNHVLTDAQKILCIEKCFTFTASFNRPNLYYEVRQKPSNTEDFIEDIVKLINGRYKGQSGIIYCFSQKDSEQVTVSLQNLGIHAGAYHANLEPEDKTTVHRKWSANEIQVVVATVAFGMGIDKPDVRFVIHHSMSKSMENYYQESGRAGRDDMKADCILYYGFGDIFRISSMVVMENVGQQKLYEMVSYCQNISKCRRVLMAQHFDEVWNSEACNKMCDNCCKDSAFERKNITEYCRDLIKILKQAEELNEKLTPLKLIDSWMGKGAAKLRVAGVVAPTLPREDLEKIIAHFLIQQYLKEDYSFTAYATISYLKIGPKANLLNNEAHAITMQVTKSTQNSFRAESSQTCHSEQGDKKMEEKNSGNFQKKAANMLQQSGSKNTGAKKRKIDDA
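50 nM RECQ1T1 preincubated 15 min with compound in Tris pH 8.0 buffer with MgCl2, DTT, Tween-20 and 2.5 ug/ml poly(dI-dC); started with 200 nM TAMRA/BHQ-2 forked duplex and 2 mM ATP. Unwinding read as fluorescence (525/598 nm), two reads 2 h apart.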
KDM4E inh: qHTS Assay for Inhibitors of Human Jumonji Domain Containing 2E (JMJD2E) | Lysine-specific demethylase 4E (Homo sapiens), B2RXH2 | JMJD2E catalytic domain, FDH-coupled NADH fluorescence (FDH is formaldehyde dehydrogenase) | 230,000 tested, 1.6% active | AID 2147, 2009 | Potency, µM (series often up to 57.1 µM), for the others: at the highest dose activity change, negative = inhibition, most hits filed as inhibitors; active = well fitted inhibition curve with a large enough effect, not every such curve was filed as active; inconclusive = small, poorly fitted or top-dose-only effect, or another doubt; inactive = no such curve, though single readings can be large or run the other way;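 also: 0% = wells with enzyme and -100% = buffer wells without enzyme; nearly all actives have a fitted effect of over 50% in size; many of its hits are not listed in these tables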
Target sequence (B2RXH2 1-337 limits assumed): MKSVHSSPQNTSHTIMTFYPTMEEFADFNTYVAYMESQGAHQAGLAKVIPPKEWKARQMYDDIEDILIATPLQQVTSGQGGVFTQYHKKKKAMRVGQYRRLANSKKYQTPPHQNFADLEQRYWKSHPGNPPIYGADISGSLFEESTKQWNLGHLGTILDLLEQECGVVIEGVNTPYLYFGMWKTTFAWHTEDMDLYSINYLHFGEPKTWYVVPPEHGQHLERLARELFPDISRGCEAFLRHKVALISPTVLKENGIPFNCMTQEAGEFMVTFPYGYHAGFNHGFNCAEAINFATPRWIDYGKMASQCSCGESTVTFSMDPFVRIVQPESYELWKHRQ
SMN2 splice up: qHTS Assay for Enhancers of SMN2 Splice Variant Expression; HEK293 SMN2-luciferase splicing reporter, luminescence, 30-36 h; Potency, µM (top dose mostly 46.1 µM), without a hit: at the top dose activity change, positive = activation, hits mostly activators; 210,000 tested, 2.8% active; AID 1458, 2008; also: % of control where 0% means no effect; nearly all actives have a fitted effect of over 55% in size
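HEK293 cells carry an SMN2 minigene-luciferase reporter in which exon 7 inclusion puts luciferase in frame. Cells were seeded at 2000 cells/well, attached for 10-12 hours, then exposed to compounds for 30-36 hours at 37C before ONE-Glo luminescence.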
Luc counter: Counterscreen for Luciferase (Kinase-Glo TM) Inhibition; Luciferin 4-monooxygenase (Photuris pensylvanica), Q27757; Kinase-Glo luciferase, ATP luminescence, 8 min; Potency, µM (series often up to 38.3 µM), inactives show at the top dose activity change, negative = inhibition, actives largely listed as inhibitors; 200,000 tested, 0.28% active; AID 1379, 2008; also: % is scaled to controls: 0 for no effect and ±100 for the full control effect; nearly all actives have a fitted effect of over 60% in size
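Light output from Kinase-Glo luciferase with luciferin and 10 uM ATP in 50 mM imidazole pH 7.2, KCl, MgCl2, Tween 20, BSA; compound pin-delivered, 8-min ambient incubation, then luminescence read.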
NPSR antag: qHTS Assay for Antagonists of the Neuropeptide S Receptor: cAMP Signal Transduction; Q6W5P4; CHO-NPSR cells, cAMP TR-FRET, antagonist mode; Potency, µM (highest dose often 38.3 µM), for the others: at the highest dose activity change, negative = inhibition, actives largely listed as inhibitors; 220,000 tested, 1% active; AID 1461, 2008; also: % is scaled to controls: 0 for no effect and ±100 for the full control effect; nearly all actives have a fitted effect of over 50% in size; many of its hits are not listed in these tables
* hit, by the source's call; [ ] = remark or other dose. Unless noted, calls follow the shape of the dose curve; as a rule, active = well fitted curve in the direction sought with a large enough effect; inconclusive = small, poorly fitted or top-dose-only effect, or another doubt; inactive = no such curve, though single readings can be large; an effect the other way counts as inactive or inconclusive. Potency is read from the fitted curve at half-maximal effect. Some of the compounds tested; count on the stated rates, not on these rows.

CCN(CC)CCn1c(-c2ccccc2)nc2c(NC3CCCCC3)nc(C)nc21 was read as IMPase Li cell 1%, Epigenetic derep 1.7%, RGS12 GoLoco inh -7%, RECQ1 inh -7%, KDM4E inh inconclusive, SMN2 splice up -8% and Luc counter -3%.
Screening O=C(CCNS(=O)(=O)c1cccc2nsnc12)NCc1ccccc1Cl returned IMPase Li cell -3%, Epigenetic derep -4.2%, RGS12 GoLoco inh 16%, RECQ1 inh inactive, KDM4E inh 2%, SMN2 splice up -42%[inhibitor], Luc counter 0% and NPSR antag 1%.
COc1cc(S(=O)(=O)N2CCCCCC2)c(OC)cc1Br was read as IMPase Li cell 12%[38.3 µM], Epigenetic derep 1.6%, RGS12 GoLoco inh -1%, RECQ1 inh -8%, KDM4E inh 5%, SMN2 splice up -27%, Luc counter -3% and NPSR antag 4%[46.1 µM].
`CC(C)(C)NCc1cc(Cl)ccc1OCc1cccs1` gave IMPase Li cell 6%, Epigenetic derep 6.2%, RGS12 GoLoco inh 7%, RECQ1 inh 1%, KDM4E inh -7%, SMN2 splice up 0%, Luc counter -2% and NPSR antag 16%.
`CN(C)C=Nc1ccc2nn(-c3ccccc3)nc2c1` gave IMPase Li cell 13µM*, Epigenetic derep 1.2%, RGS12 GoLoco inh 25%, RECQ1 inh -1%, KDM4E inh inconclusive, SMN2 splice up 5µM*, Luc counter -8% and NPSR antag 3%[46.1 µM].
For COc1ccc(N(CC(=O)NCCC2=CCCCC2)S(C)(=O)=O)cc1OC the results were IMPase Li cell 28%[38.3 µM], Epigenetic derep -1.0%, RGS12 GoLoco inh 4%, RECQ1 inh 2%, KDM4E inh 5%, SMN2 splice up 6%, Luc counter -3% and NPSR antag 2%[46.1 µM].
CCN1CCN(C(=O)c2ccc(Cl)c(S(=O)(=O)N3CCCCCC3)c2)CC1 was read as IMPase Li cell 0%, Epigenetic derep 3.7%, RGS12 GoLoco inh 4%, RECQ1 inh -4%, KDM4E inh 3%, SMN2 splice up -23%, Luc counter -3% and NPSR antag 7%.
`Cc1ccn2cc(-c3ccc(NC(=O)c4ccco4)cc3)nc2c1` gave IMPase Li cell -2%, Epigenetic derep -1.9%, RGS12 GoLoco inh -1%, RECQ1 inh 2%, KDM4E inh -17%, SMN2 splice up 4.5µM*, Luc counter -13% and NPSR antag 10%.
Cc1cccc(Nc2nnc(-c3ccc(N4CCOCC4)c([N+](=O)[O-])c3)c3ccccc23)c1 was read as IMPase Li cell -1%, Epigenetic derep -0.5%, RGS12 GoLoco inh 4%, RECQ1 inh 3%, KDM4E inh -15%, SMN2 splice up -67%[inhibitor], Luc counter -2% and NPSR antag -13%.
`O=C(N/N=C/c1ccccn1)c1cccc([N+](=O)[O-])c1` gave IMPase Li cell 3%, Epigenetic derep inconclusive, RGS12 GoLoco inh 8%, RECQ1 inh -1%, KDM4E inh inconclusive, SMN2 splice up 10%, Luc counter 0% and NPSR antag -56%.
Screening CC(=O)NC(=O)c1cnn(-c2ccccc2)c1N returned Epigenetic derep 1.1%, RGS12 GoLoco inh 14%, RECQ1 inh inactive, KDM4E inh 5% and NPSR antag -5%[7.67 µM].
`Cn1nc(OCc2ccccc2)ccc1=O` gave IMPase Li cell -1%[38.3 µM], Epigenetic derep -0.9%, RGS12 GoLoco inh 7%, RECQ1 inh inactive, KDM4E inh 0%, SMN2 splice up -11%, Luc counter -4% and NPSR antag 1%[46.1 µM].
For Cn1c(=O)c2c(nc(N/N=C/c3ccco3)n2C)n(C)c1=O the results were IMPase Li cell -6%, Epigenetic derep -6.3%, RGS12 GoLoco inh 5%, RECQ1 inh inactive, KDM4E inh 3%, SMN2 splice up -13%, Luc counter -1% and NPSR antag -27%.
Cc1cccc(OCCCC(=O)Nc2ccc(S(N)(=O)=O)cc2)c1 was read as IMPase Li cell 8%, Epigenetic derep 2.2%, RGS12 GoLoco inh 3%, RECQ1 inh inactive, KDM4E inh 2%, SMN2 splice up 3%, Luc counter -1% and NPSR antag 10%.
For COc1cccc(C(=O)N(Cc2nc(-c3ccc(C)cc3)no2)C(C)C)c1 the results were IMPase Li cell 20%, Epigenetic derep -1.1%, RGS12 GoLoco inh -2%, RECQ1 inh -6%, KDM4E inh 1%, SMN2 splice up -3%, Luc counter 2% and NPSR antag -13%[46.1 µM].
Screening O=C(CN1C(=O)CC(c2ccco2)Sc2ccccc21)Nc1ccccc1F (stereo unspecified) returned IMPase Li cell 8%, Epigenetic derep 0.0%, RGS12 GoLoco inh 7%, RECQ1 inh -12%, KDM4E inh -8%, SMN2 splice up 8%, Luc counter 2% and NPSR antag -1%[46.1 µM].
Cc1ccc(C2=N/C(=C\c3ccc(OS(=O)(=O)c4ccc(C)cc4)cc3)C(=O)O2)cc1 was read as IMPase Li cell -3%, Epigenetic derep -3.2%, RGS12 GoLoco inh 7%, RECQ1 inh -7%, KDM4E inh 10%, SMN2 splice up -13%, Luc counter 2% and NPSR antag -26%.
O=C(NCc1n[nH]c(=S)n1-c1ccc(F)cc1)c1ccco1 was read as IMPase Li cell -12%[38.3 µM], Epigenetic derep -1.4%, RGS12 GoLoco inh 9%, RECQ1 inh -15%, KDM4E inh 5%, SMN2 splice up -18%, Luc counter 4% and NPSR antag -1%[46.1 µM].
Screening CCOc1ccc(C(=O)NCCCN2CCCC2=O)cc1 returned IMPase Li cell -1%[38.3 µM], Epigenetic derep -1.5%, RGS12 GoLoco inh -17%, RECQ1 inh -13%, KDM4E inh 5%, SMN2 splice up -2%, Luc counter -8% and NPSR antag -5%[46.1 µM].
Screening Cc1ccc(NC(=O)CN(C)C(=O)COc2ccc(C(=O)c3ccc(F)cc3)cc2)cc1 returned IMPase Li cell -3%, Epigenetic derep -3.2%, RGS12 GoLoco inh -18%, RECQ1 inh -18%, KDM4E inh -7%, SMN2 splice up -25%, Luc counter -1% and NPSR antag -3%.

Continued, overlapping the part above by three compounds.
O=C(NCc1n[nH]c(=S)n1-c1ccc(F)cc1)c1ccco1 was read as IMPase Li cell -12%[38.3 µM], Epigenetic derep -1.4%, RGS12 GoLoco inh 9%, RECQ1 inh -15%, KDM4E inh 5%, SMN2 splice up -18%, Luc counter 4% and NPSR antag -1%[46.1 µM].
Screening CCOc1ccc(C(=O)NCCCN2CCCC2=O)cc1 returned IMPase Li cell -1%[38.3 µM], Epigenetic derep -1.5%, RGS12 GoLoco inh -17%, RECQ1 inh -13%, KDM4E inh 5%, SMN2 splice up -2%, Luc counter -8% and NPSR antag -5%[46.1 µM].
Screening Cc1ccc(NC(=O)CN(C)C(=O)COc2ccc(C(=O)c3ccc(F)cc3)cc2)cc1 returned IMPase Li cell -3%, Epigenetic derep -3.2%, RGS12 GoLoco inh -18%, RECQ1 inh -18%, KDM4E inh -7%, SMN2 splice up -25%, Luc counter -1% and NPSR antag -3%.
For O=C1C2CC=CCC2C(=O)N1c1ccc(NCCc2ccccc2)c([N+](=O)[O-])c1 (stereo unspecified) the results were IMPase Li cell 6%, Epigenetic derep -1.6%, RGS12 GoLoco inh -3%, RECQ1 inh -9%, KDM4E inh -1%, SMN2 splice up -9%, Luc counter 3% and NPSR antag -12%.
For COC(=O)[C@@]1(Cc2ccc(OC)cc2)[C@H]2c3cc(C(=O)N4CCCC4)n(Cc4ccc(C)c(F)c4F)c3C[C@H]2CN1C(=O)c1ccccc1 the results were IMPase Li cell 10%, Epigenetic derep 1.5%, RGS12 GoLoco inh 11%, RECQ1 inh -10%, KDM4E inh inconclusive, SMN2 splice up -29% and Luc counter -1%.
Screening O=c1c(-c2ccc(Cl)cc2)cnc2n1CCS2 returned IMPase Li cell 17%, Epigenetic derep 1.1%, RGS12 GoLoco inh 9%, RECQ1 inh inactive, KDM4E inh -3%, SMN2 splice up inconclusive, Luc counter -3% and NPSR antag 13%.
For COC(=O)CCC(=O)NNC(=O)c1cccc(Cl)c1 the results were IMPase Li cell -10%[38.3 µM], Epigenetic derep -0.9%, RGS12 GoLoco inh 10%, RECQ1 inh inactive, KDM4E inh -3%, SMN2 splice up 4%, Luc counter 0% and NPSR antag -5%[46.1 µM].
For CCCCCOc1ccc(OC(=O)c2ccncc2)cc1 the results were IMPase Li cell 0%[38.3 µM], Epigenetic derep -2.5%, RGS12 GoLoco inh 15%, RECQ1 inh inactive, KDM4E inh -7%, SMN2 splice up -17%, Luc counter -7% and NPSR antag -1%[46.1 µM].
O=S(=O)(NCCc1ccncc1)c1ccc(S(=O)(=O)N2CCCCCC2)cc1 was read as IMPase Li cell 8%[38.3 µM], Epigenetic derep 0.0%, RGS12 GoLoco inh -11%, RECQ1 inh inactive, KDM4E inh -6%, SMN2 splice up 1%, Luc counter 0% and NPSR antag -8%[46.1 µM].
COc1ccccc1NC(=O)CSc1nnc(CSc2nc(C)cc(C)n2)o1 was read as IMPase Li cell 7%, Epigenetic derep -3.4%, RGS12 GoLoco inh -5%, RECQ1 inh inactive, KDM4E inh 5%, SMN2 splice up 8%, Luc counter -1% and NPSR antag -15%.
Screening COc1ccc(NC(=O)c2ccsc2NC(C)=O)cc1 returned IMPase Li cell 6%, Epigenetic derep inconclusive, RGS12 GoLoco inh -8%, RECQ1 inh -6%, KDM4E inh 0%, SMN2 splice up 8%, Luc counter -1% and NPSR antag 12%.
Screening COC(=O)c1sc2nc3c(cc2c1N)COC(C)(C)C3 returned IMPase Li cell inconclusive, Epigenetic derep 0.0%, RGS12 GoLoco inh -5%, RECQ1 inh -2%, KDM4E inh 2%, SMN2 splice up 9%, Luc counter -6% and NPSR antag 18%[46.1 µM].
Screening COc1cc(NC(=O)CSc2nc(C)cc(C)n2)cc(OC)c1OC returned IMPase Li cell 4%, Epigenetic derep 1.1%, RGS12 GoLoco inh 3%, RECQ1 inh inactive, KDM4E inh -1%, SMN2 splice up -13%, Luc counter -2% and NPSR antag 15%.

Bioassay records (PubChem)
